AMA1 RON2 block: AMA1-RON2 (P. falciparum) interaction inhibition | AlphaScreen AMA1-biotinylated RON2 peptide binding | Potency, µM (highest dose often 58.2 µM), for the others: at the highest dose activity change, negative = inhibition, most hits filed as inhibitors | actives 0.2% (n = 360,000) | AID 720542; active = well fitted inhibition curve with a large enough effect; inconclusive = small, poorly fitted or top-dose-only effect; inactive = no such curve, though single readings can be large or run the other way;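 also: potency is read from the fitted curve at half-maximal effect; 0% = vehicle wells and -100% = peptide control; nearly all actives have a fitted effect of over 45% in size; some results filed as inactive show a strong effect at the top dose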
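AMA1 (3D7) with his tag at 25 nM final met compounds first, then biotinylated RON2 peptide at 25 nM; detection used donor plus acceptor beads, 10 µg/mL apiece, read by AlphaScreen after 30 min at room temperature.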
HCMV antiviral: human cytomegalovirus inhibition | HFF cells, HCMV-luciferase reporter, 72 h; hits give low values | activity change, negative = inhibition, % at 57.5 µM | actives 4.5% (n = 410,000) | AID 1259415; in the data active = activity change below about -60%; inconclusive = no clear call, values can overlap the other calls; inactive = above about -39%
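Cell-based, HFFs, 1000 cells/well, 16 h 37C; cpds in DMSO + HCMV-luc, MOI 1 PFU/cell; 72 h 37C; OneGlo luminescence after 5 min RT; norm. to buffer vs Salinomycin 10uM.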
An asterisk follows results filed as active; u = inconclusive; [ ] = remark or other dose. Unless noted, % is scaled to controls: 0 for no effect and ±100 for the full control effect.

Start of the listing, in advance (twelve entries):
SMILES	AMA1 RON2 block	HCMV antiviral
O=C(C1CCCCC1)N1C[C@@H](O)[C@H](n2cc(C3CC3)nn2)C[C@@H]1c1ccc(Cl)cc1	1%	-6
Cc1cn([C@H]2C[C@H](O)[C@@H](/C=C/C(=O)NCCc3cccs3)O2)c(=O)[nH]c1=O	-4%	2
O=C1OCCC1C(=O)c1ccccc1 (stereo unspecified)	1%	-2
CCCCn1nnnc1C1(C)CCC(=O)N1CCc1c[nH]c2ccccc12 (stereo unspecified)	-2%	-4
N#CC(C(O)c1ccccc1)N1CCOCC1 (stereo unspecified)	10%	5
COCCN1C[C@@H](CO)O[C@@H](n2cnc3c(NCCN(C)C)ncnc32)C1	74%[activator]	-19
O=C(/C=C1\OCc2ccccc21)OCc1ccccc1	-7%	13
CC(C)(C(=O)N1CCC1(C)C(=O)NS(=O)(=O)c1ccc(Br)cc1)c1ccccc1 (stereo unspecified)	-5%	15
CCc1ccc(C#CC2=CC(=O)CC(C)(C)C2)cc1	24%	-27
NC(c1csc(Nc2cnccn2)n1)c1ccccc1Cl (stereo unspecified)	78%[activator]	23
CCCCCc1c(-c2cccc(OC)c2)ncn1CCc1ccccc1OC	-23%	-95*
CCCCCCN1C[C@H](n2cc(C3CC3)nn2)[C@@H](O)C[C@@H]1c1ccccc1	15%	-38

The list itself, previewed entries included:
SMILES	AMA1 RON2 block	HCMV antiviral
O=C(C1CCCCC1)N1C[C@@H](O)[C@H](n2cc(C3CC3)nn2)C[C@@H]1c1ccc(Cl)cc1	1%	-6
Cc1cn([C@H]2C[C@H](O)[C@@H](/C=C/C(=O)NCCc3cccs3)O2)c(=O)[nH]c1=O	-4%	2
O=C1OCCC1C(=O)c1ccccc1 (stereo unspecified)	1%	-2
CCCCn1nnnc1C1(C)CCC(=O)N1CCc1c[nH]c2ccccc12 (stereo unspecified)	-2%	-4
N#CC(C(O)c1ccccc1)N1CCOCC1 (stereo unspecified)	10%	5
COCCN1C[C@@H](CO)O[C@@H](n2cnc3c(NCCN(C)C)ncnc32)C1	74%[activator]	-19
O=C(/C=C1\OCc2ccccc21)OCc1ccccc1	-7%	13
CC(C)(C(=O)N1CCC1(C)C(=O)NS(=O)(=O)c1ccc(Br)cc1)c1ccccc1 (stereo unspecified)	-5%	15
CCc1ccc(C#CC2=CC(=O)CC(C)(C)C2)cc1	24%	-27
NC(c1csc(Nc2cnccn2)n1)c1ccccc1Cl (stereo unspecified)	78%[activator]	23
CCCCCc1c(-c2cccc(OC)c2)ncn1CCc1ccccc1OC	-23%	-95*
CCCCCCN1C[C@H](n2cc(C3CC3)nn2)[C@@H](O)C[C@@H]1c1ccccc1	15%	-38
O=C(Nc1ccn(CCCNCC(c2ccccc2)c2ccccc2)c(=O)n1)OCc1ccccc1	-12%	-36
O=C(NCc1ccc(F)cc1)c1cc(C2CCCN(S(=O)(=O)c3ccccc3)C2)on1 (stereo unspecified)	6%	-2
Oc1ccc(CCNCc2cc3c(cc2Br)OCO3)cc1	17%	21
COCCCNc1ccn2nc(-c3cccc(Cl)c3)cc2n1	6%	220
NC(c1ccccc1)c1csc(Nc2ccc(S(N)(=O)=O)cc2)n1 (stereo unspecified)	76%[activator]	-22
CC1(C(=O)Nc2cccc3ncccc23)CCN1C(=O)Cc1ccc(-c2ccccc2)cc1 (stereo unspecified)	-19%	-38
O=C(/C=C/[C@H]1O[C@@H](n2ccc(=O)[nH]c2=O)[C@H](O)[C@@H]1O)NCc1ccccn1	21%	8
COc1ccccc1C(=O)NCCC(=O)NCCOc1ccc(C)cc1	23%	26
CCCCCN(C(=O)CCC(=O)OC(C)C(=O)Nc1ccccc1C)c1c(N)n(CCCC)c(=O)[nH]c1=O (stereo unspecified)	0%	31
COC(=O)N(C)C[C@@H]1OCc2cnnn2CCCC(=O)N([C@@H](C)CO)C[C@@H]1C	10%	16
N#Cc1cccc(NC(=O)c2cc(C3CCCCN3C(=O)c3cccs3)on2)c1 (stereo unspecified)	0%	-4
COc1ccc2nc(C)cc(Nc3ccccc3OC)c2c1	-14%	-25
CN(C)c1ccc(-c2ccnc3c2CC(C)(C(=O)NCc2ccco2)O3)cc1 (stereo unspecified)	u	-16
COc1cc(CNc2nccn3ccnc23)cc(OC)c1	36%[activator]	7
Cc1ccc(S(=O)(=O)NC(=O)NC2=NC(C)(C)N(c3ccc(Cl)c(Cl)c3)C(N)=N2)cc1	-2%	u
Cc1cn([C@H]2C[C@H](O)[C@@H](/C=C/C(=O)NCCc3ccc4c(c3)OCO4)O2)c(=O)[nH]c1=O	u	9
COc1cccc(-c2cnc3c(NC=O)cc(-c4cc(OC)c(OC)c(OC)c4)cn23)c1	25%	164
CC1=C2CCCC[C@@]23C2C(=O)N(C)C(=O)[C@@H]2ON3OC1 (stereo partly specified)	-3%	7
O=C(C1CN(C(=O)c2cc3ccccc3o2)c2ccccc2O1)N1CCCCC1 (stereo unspecified)	-4%	-27
Oc1ccc(C[C@@H](CN2CCCC2CN2C(=S)NC[C@@H]2Cc2ccccc2)N2C[C@H](Cc3ccccc3)N(CC3CCCCCC3)C2=S)cc1 (stereo partly specified)	24%	-5
CCn1c(CC(=O)Nc2ccccc2F)nnc1SCC(=O)NC1=NCCS1	0%	-16
CCOC(=O)c1ccc(NC(=O)c2ncn3c2C(=O)NC[C@@H]3C)cc1	98%[activator]	-22
COc1ccc(NC(=O)c2cc(C3CCCCN3C(=O)c3cccs3)on2)c(C)c1 (stereo unspecified)	-10%	-35
Cc1ccc(Cc2c(-c3cccc(Br)c3)nc3ccc(Br)cn23)cc1	-4%	44
CCCCCCn1c(=O)n2n(c1=O)C[C@]1(OC(=O)NCc3ccco3)CN(S(=O)(=O)c3ccc(C)cc3)C[C@]1(O)C2	-2%	-27
CCOC(=O)C1=CCC(c2ccccc2C(F)(F)F)N(S(=O)(=O)c2ccc(C)cc2)C1 (stereo unspecified)	8%	-13
CC(C)NC(=O)C1(C)CCN1Cc1ccc(Cl)cc1 (stereo unspecified)	-2%	-16
CN1CCN(C(=O)c2cccc(-c3cccc4nccn34)c2)CC1	13%	-3

Full records, quoted from the list. Screens in order: AMA1 RON2 block, HCMV antiviral
CC(C)NC(=O)C1(C)CCN1Cc1ccc(Cl)cc1 (stereo unspecified) reads -2%, -16
CCOC(=O)C1=CCC(c2ccccc2C(F)(F)F)N(S(=O)(=O)c2ccc(C)cc2)C1 (stereo unspecified) reads 8%, -13

Continuation:
SMILES	AMA1 RON2 block	HCMV antiviral
COc1ccc(NC(=O)Nc2nc(C(N)Cc3ccc(C(F)(F)F)cc3)cs2)cc1 (stereo unspecified)	72%[activator]	-103*
CCc1nc2c(OCc3ccc(F)c(F)c3)cccn2c1N(C)C(=O)C1CC1	-4%	3
COc1cccc(-c2ccc(CN3C(C)C(=O)N(Cc4cn(Cc5ccco5)nn4)CCS3(=O)=O)cc2)c1OC (stereo unspecified)	-13%	8
COc1ccc(CCNC(=O)Nc2nc(C(N)COCc3ccccc3)cs2)cc1OC (stereo unspecified)	23%	19
CC(O)(c1ccc(F)c(F)c1)c1nc(-c2cc(F)cc(F)c2)cs1 (stereo unspecified)	0%	-4
COC1CC(N)C2OC(c3ccccc3)OCC2O1 (stereo unspecified)	0%	-17
COC(=O)C[C@H]1CC[C@@H](NC(=O)Nc2c(C)noc2C)[C@@H](CO)O1	-3%	-65*
CN1CCN(C(=O)c2cc3c(c(-c4cccc(C#CC(C)(C)O)c4)n2)[C@@H](CCO)N(S(=O)C(C)(C)C)C3)CC1 (stereo partly specified)	15%	-15
COc1ccccc1N(CC(=O)NCc1ccccc1)S(=O)(=O)c1cccs1	7%	u
CCc1nc2ccc(C(=O)NCCCn3ccnc3)cn2c1N(C)Cc1cccs1	6%	-16
C[C@H]1CN([C@@H](C)CO)C(=O)c2cc(Br)cnc2O[C@H]1CN(C)C(=O)c1cnccn1	5%	11
COC1CC(NC(C)=O)C(OC(=O)c2ccccc2)C(CBr)O1 (stereo unspecified)	10%	9
Cc1nnc(Cc2ccco2)c2n[nH]c(C)c12	-23%	2
CCOC(=O)c1c(C)[nH]c(C)c1C(=O)COC(=O)c1nn(CC)c(=O)c2ccccc12	-4%	5
CCOc1ccc(S(=O)(=O)NCCC(=O)NNC(=O)c2ccc(F)cc2)cc1	66%[activator]	71
COc1ccc(F)cc1-c1cc(C(=O)NCc2cc(C(F)(F)F)cc(C(F)(F)F)c2)[nH]n1	-7%	-2
NC(Cc1ccccc1)c1csc(Nc2ccc(C(=O)NCCCO)cn2)n1 (stereo unspecified)	94%[activator]	-19
CN(C)c1ccc(-c2csc(C(O)c3ccccc3)n2)cc1 (stereo unspecified)	25µM*	47
CCc1nc2ccc(C(=O)Nc3ccc(C(N)=O)cc3)cn2c1N(C)CCC(C)C	0%	33
COc1ccc([C@H]2CC(=O)C[C@@H](CCn3cc(-c4nccn4C)nn3)O2)cc1	-10%	-5
CN(C)C(=O)CNc1ccn2nc(-c3cccc(Cl)c3)cc2n1	3%	5
CC[C@H](C)[C@@H](N)C(=O)NC[C@H]1O[C@@H](n2cnc3c(=O)[nH]c(N)nc32)[C@H](O)[C@@H]1O	8%	3
CC1(C(=O)NCc2ccccc2)CSCC(=O)N1CCCn1ccnc1 (stereo unspecified)	-5%	16
CCc1cccc(CC)c1N1C(=O)CSCC1=O	5%	25
CCCCC(=O)N(C)c1c(CC)nc2c(OCC3CCCCC3)cccn12	-3%	-64*
COc1ccc(NC(=O)C2Cc3c(-c4cccc(C(C)=O)c4)ccnc3O2)cc1 (stereo unspecified)	-13%	u
NC(c1csc(Nc2ccc(C(=O)NCCO)cc2)n1)C1CCCCC1 (stereo unspecified)	75%[activator]	-23
O=C(Cc1ccc([N+](=O)[O-])cc1)NCCS(=O)(=O)N1CCN(c2ccccc2)CC1	-2%	-19
CC1(C(=O)NCc2ccccc2Br)CCN1C(=O)CCc1ccc(Cl)cc1Cl (stereo unspecified)	1%	u
COc1ccc(OC)c(CN2C(=O)c3ccccc3C2c2nnnn2C2CCCC2)c1 (stereo unspecified)	4%	-35
Cc1cc(C(O)c2ncc(-c3ccc(Oc4ccccc4)cc3)[nH]2)ccc1F (stereo unspecified)	4%	-8
COc1ccccc1N(C)c1cc2c(c3c1ccn3C)C1CCC2O1 (stereo unspecified)	u	-2
Cc1c(C(=O)NCc2cccc(C(F)(F)F)c2)sc(=O)n1Cc1ccc(F)cc1	-1%	-38
O=C(Nc1ccc2c(c1)OCO2)c1ccc2sc([C@@H]3O[C@H](CO)[C@H](O)[C@H](O)[C@H]3O)nc2c1	34%[activator]	23
CCCC(C)(C)C(=O)N1CCC1(C)C(=O)Nc1cccc2ccccc12 (stereo unspecified)	13%	8
O=C(NC1CCCC1)C1C(c2ccc(C(F)(F)F)cc2)=Nc2ccccc2N1C(=O)c1ccco1 (stereo unspecified)	5%	6
COc1ccc(CCNC(=O)COC(=O)C2=NNC(=O)CC2)cc1	-9%	14
O=C(/C=C/[C@H]1O[C@@H](n2ccc(=O)[nH]c2=O)[C@H](O)[C@@H]1O)NCc1cccs1	5%	18
COc1ccc(-c2oc3c(c2-c2cnc(OC)nc2)C(O)CC3)cc1 (stereo unspecified)	-22%	5
O=C(NCc1cccc(Cl)c1)C1Cc2c(-c3ccc(Cl)cc3)ccnc2O1 (stereo unspecified)	2%	-10
COC(=O)[C@]12CCCCC=C1N(Cc1ccc(Cl)cc1Cl)C(=O)[C@H](CC(=O)NCc1cccc(C(F)(F)F)c1)C2	-5%	8
CC[C@H](C)[C@@H](CO)NC(=O)[C@H]1O[C@@H](n2ccc(=O)[nH]c2=O)[C@H](O)[C@@H]1O	3%	-6
O=C(NCc1ccccn1)C1CCN(C2CCN(Cc3cccc(F)c3)CC2)CC1	29%	3
C[C@H](NC(=O)c1ncn2c1C(=O)NC[C@H]2C)c1ccccc1	48%[activator]	-30
COC(=O)[C@@]12C[C@@H](CC(=O)N3CCN(C(=O)c4ccco4)CC3)C(=O)N(Cc3ccccc3)C1=CCC(C)(C)C2	-11%	-22
CC1Cc2ccccc2N1C(=O)CSc1ccccn1 (stereo unspecified)	1%	16
CCc1nc2c(OCCOc3ccc(F)cc3)cccn2c1N(C)C(=O)CC(C)C	-6%	-29
CCCc1ccc(C(O)c2ncc(-c3cccc(C)c3)[nH]2)cc1 (stereo unspecified)	14%	u
COc1ccc(C2CC=C(C(C)=O)CN2S(=O)(=O)c2ccc(C)cc2)cc1 (stereo unspecified)	-2%	-21
CCOC(=O)c1c(C)c(C)n2c1NC(=O)C2	27%	-7
O=C(C[C@H]1C=C[C@H](NC(=O)c2ccccn2)[C@@H](CO)O1)NCc1cc(F)cc(F)c1	16%	-6
COc1ccc(NC(=O)COC(=O)C2COc3ccccc3O2)cc1 (stereo unspecified)	-1%	9
COc1cccc(Nc2nc(C(N)Cc3ccc(C(F)(F)F)cc3)cs2)n1 (stereo unspecified)	25%	-90*
O=C(C[n+]1cccc(C(=O)Nc2ccccc2)c1)c1ccc(Cl)cc1	0%	-16
Fc1ccc(Nc2nc(NCc3ccccc3)nc3ccsc23)cc1	-5%	u
CCCNC(=O)C1(C)CCN(C(=O)COCc2ccccc2)C1 (stereo unspecified)	0%	30
O=C(Nc1ccccc1Cl)c1cc(C2CCCCN2C(=O)c2ccccc2)on1 (stereo unspecified)	-14%	-8
COc1ccc(C2NC(=O)c3ccccc3N2)c(OC)c1OC (stereo unspecified)	1%	34
COc1ccc(-c2cc(NC(C)=O)c3ncc(-c4cc(OC)c(OC)c(OC)c4)n3c2)cn1	37%[activator]	-1
O=S1(=O)CCN(CCc2ccccc2)CC1	-8%	-23

High-throughput results as filed in PubChem BioAssay.

These rows are one share of the data; the hit share may differ from the screen's.
